PREPL inh: PREPL enzyme inhibitors, primary screen, biochemical, fluorescence polarization; inhibition, % at 5.96 µM; 0.68% of 320,000 active; AID 2751, 2010; recombinant PREPL, fluorescence polarization activity-based probe; in the data active = inhibition above about 43%;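 also: 0% = enzyme with DMSO and 100% = wells lacking enzyme; many of its hits are not listed in these tables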
PAFAH1B3 inh: PAFAH1B3 enzyme inhibitors, primary screen, biochemical, fluorescence polarization, human | Platelet-activating factor acetylhydrolase IB subunit alpha1 (Homo sapiens), Q15102 | recombinant PAFAH1B3, FP-rhodamine probe | inhibition, % at 3.39 µM | 0.28% of 340,000 active;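 active = inhibition above the screen-wide average of all tested compounds plus 3 SD, cut at about 25% in these data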;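 also: 0% = enzyme with DMSO only and 100% = wells lacking PAFAH1B3 protein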
Target sequence (Q15102 whole entry, looked up): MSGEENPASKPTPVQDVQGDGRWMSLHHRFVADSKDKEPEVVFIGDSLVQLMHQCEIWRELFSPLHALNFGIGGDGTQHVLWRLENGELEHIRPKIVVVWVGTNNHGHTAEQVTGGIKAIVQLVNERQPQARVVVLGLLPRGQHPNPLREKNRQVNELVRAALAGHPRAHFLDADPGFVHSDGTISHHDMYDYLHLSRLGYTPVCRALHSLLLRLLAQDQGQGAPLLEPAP
LYPLA2 counter: LYPLA2 inhibitors, primary screen, counter-screen for PME1 inhibitor project, biochemical, fluorescence polarization, FP-Rh probe ABPP; 0.38% of 320,000 active; inhibition, % at 5.9 µM; recombinant LYPLA2;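 active = inhibition above the screen-wide mean plus 3 SD, limit set per campaign, cut at about 26% in these data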;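 also: 0% = LYPLA2 with DMSO and 100% = wells lacking LYPLA2 enzyme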
PAFAH1B2 FP inh: PAFAH1B2 enzyme inhibitors, primary screen, biochemical, fluorescence polarization, human | Platelet-activating factor acetylhydrolase IB subunit alpha2 (Homo sapiens), P68402 | inhibition, % at 3.39 µM | 1.2% of 340,000 active | recombinant PAFAH1B2, FP-rhodamine activity probe;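 active = inhibition above the mean of all tested compounds plus 3 SD, cut at about 24% in these data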;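 also: 0% = enzyme with DMSO and 100% = wells lacking PAFAH1B2; many of its hits are not listed in these tables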
Target sequence (P68402 whole entry, looked up): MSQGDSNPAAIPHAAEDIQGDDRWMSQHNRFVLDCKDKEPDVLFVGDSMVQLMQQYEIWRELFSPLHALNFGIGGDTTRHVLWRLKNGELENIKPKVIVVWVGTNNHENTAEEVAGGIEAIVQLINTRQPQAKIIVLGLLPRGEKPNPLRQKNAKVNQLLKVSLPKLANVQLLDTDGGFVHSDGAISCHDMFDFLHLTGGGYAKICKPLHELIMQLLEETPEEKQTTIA
ZTA DNA inh: counter-screen for EBNA-1 inhibitors: inhibitors of Epstein-Barr virus ZTA. P03206. ZTA-DNA binding, fluorescence polarization. inhibition, % at 11 µM. 0.15% of 320,000 active; in the data active = inhibition above about 33%
pPAFAH inh: pPAFAH enzyme inhibitors, primary screen, biochemical, fluorescence polarization, human. recombinant pPAFAH, FP-rhodamine probe fluorescence polarization. inhibition, % at 3.39 µM. 1.5% of 330,000 active. Platelet-activating factor acetylhydrolase (Homo sapiens), Q13093;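 active = inhibition above the mean inhibition across the screen plus 3 SD, cut at about 25% in these data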;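 also: inhibitors block binding of the rhodamine activity-based probe so polarization drops; 0% = enzyme with DMSO and 100% = wells lacking pPAFAH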
PAFAH2 FP inh: PAFAH2 enzyme inhibitors, primary screen, biochemical, fluorescence polarization, human; Platelet-activating factor acetylhydrolase 2, cytoplasmic (Homo sapiens), Q99487; recombinant PAFAH2, FP-rhodamine activity probe; AID 492956, 2010; inhibition, % at 3.39 µM; 0.99% of 340,000 active;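 active = inhibition above the mean over all tested compounds plus 3 SD, cut at about 30% in these data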;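 also: inhibitors block probe labeling of enzyme so polarization drops; 0% = enzyme with DMSO and 100% = wells lacking PAFAH2 protein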
EBNA-1 inhibitor: EBNA-1 DNA-binding inhibitors, primary screen, biochemical, fluorescence polarization; 0.34% of 300,000 active; inhibition, % at 14.8 µM; in the data active = inhibition above about 28%
LYPLA1 counter: LYPLA1 inhibitors, primary screen, counter-screen for PME1 inhibitor project, biochemical, fluorescence polarization, FP-Rh probe ABPP; Acyl-protein thioesterase 1 (Homo sapiens), O75608; AID 2174, 2009; inhibition, % at 5.9 µM; recombinant LYPLA1; 0.16% of 320,000 active;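 active = inhibition above the mean of all tested compounds plus 3 SD, set per campaign, cut at about 14% in these data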;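 also: inhibitors block serine hydrolase probe labeling of LYPLA1 so polarization falls; 0% = enzyme with DMSO and 100% = wells lacking LYPLA1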
Target sequence (O75608 whole entry, looked up): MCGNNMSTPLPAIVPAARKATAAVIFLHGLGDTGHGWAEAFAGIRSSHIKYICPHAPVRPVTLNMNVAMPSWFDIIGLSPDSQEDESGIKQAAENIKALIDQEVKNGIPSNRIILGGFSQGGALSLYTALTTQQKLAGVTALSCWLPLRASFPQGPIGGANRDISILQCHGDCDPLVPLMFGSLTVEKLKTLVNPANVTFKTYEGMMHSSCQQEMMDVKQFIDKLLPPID
* marks the source's active call; other numbers are inactive results; . = no result given.

item	structure	PREPL inh	PAFAH1B3 inh	LYPLA2 counter	PAFAH1B2 FP inh	ZTA DNA inh	pPAFAH inh	PAFAH2 FP inh	EBNA-1 inhibitor	LYPLA1 counter
1	O=C(O)CCCCCN1C(=O)C(O)=C(C(=O)/C=C/c2ccccc2)C1c1ccccc1[N+](=O)[O-] (centres undefined)	0	6	-1	11	-4	5	14	-1	-2
2	Oc1ccc(-c2nnc(Nc3cccc(O)c3)c3ccccc23)cc1	12	3	-2	2	5	1	-1	-6	-9
3	COc1ccc(C(=O)N/C(=C\c2cn(S(=O)(=O)N(C)C)c3ccccc23)C(=O)NC(C)C)cc1	5	0	-5	6	-8	4	-3	5	-2
4	O=C(Nc1nc2ccccc2n1CCN1CCCC1)c1ccc(Cl)cc1	6	3	-5	-2	-2	9	4	-8	2
5	CCn1ccc(C(=O)Nc2ccc3c(c2)CCC3)n1	5	1	1	5	-5	5	0	5	4
6	COc1ccccc1NC(=O)Cn1nc(-c2ccc3c(c2)OCCO3)ccc1=O	0	6	-2	2	-8	-10	5	-19	-5
7	Cc1cc(C)n(CCN(C)C(=O)c2cc(COc3c(F)cccc3F)on2)n1	0	3	-5	-1	-3	3	-2	-1	1
8	CC(=O)Nc1nonc1-c1nc2ccccc2n1CCC#N	2	6	5	-5	-5	1	-5	8	3
9	O=C(NC1CCCCC1)C1CN(S(=O)(=O)c2ccccc2)CCN1S(=O)(=O)c1ccccc1 (centres undefined)	11	9	-1	4	6	2	3	7	0
10	CNC(=S)Nc1cc(OC)c(NC(=O)c2ccco2)cc1OC	-2	0	-4	-1	15	0	2	10	-2
11	CCOc1ccc2nc(NCCNC(=O)c3cc(OC)c(OC)c(OC)c3)c(C#N)cc2c1	9	5	5	4	2	2	-7	0	-1
12	CCOC(=O)[C@@H]1[C@H]2COc3ccccc3[C@H]2N2C(=O)N(c3cccc(F)c3)C(=O)[C@]12C	-84	6	0	0	0	1	-2	2	-4
13	O=C(CNC(=O)c1ccccn1)N/N=C/c1ccc2c(c1)OCO2	12	3	2	-3	12	-6	1	7	-1
14	COc1ccc(CN2CCN(C(=O)CN3C(=O)C4C5C=CC(C5)C4C3=O)CC2)c(OC)c1OC (centres undefined)	-2	7	8	4	10	-5	-6	4	3
15	COc1ccc(/C=N/N=C2/NC(=O)C(c3ccccc3)(c3ccccc3)S2)cc1	19	9	-6	0	3	-4	0	-3	-2

Continued; the last 3 above are carried over.
item	structure	PREPL inh	PAFAH1B3 inh	LYPLA2 counter	PAFAH1B2 FP inh	ZTA DNA inh	pPAFAH inh	PAFAH2 FP inh	EBNA-1 inhibitor	LYPLA1 counter
13	O=C(CNC(=O)c1ccccn1)N/N=C/c1ccc2c(c1)OCO2	12	3	2	-3	12	-6	1	7	-1
14	COc1ccc(CN2CCN(C(=O)CN3C(=O)C4C5C=CC(C5)C4C3=O)CC2)c(OC)c1OC (centres undefined)	-2	7	8	4	10	-5	-6	4	3
15	COc1ccc(/C=N/N=C2/NC(=O)C(c3ccccc3)(c3ccccc3)S2)cc1	19	9	-6	0	3	-4	0	-3	-2
16	COc1cc(Cl)c(S(=O)(=O)NCCCN2CCOCC2)cc1Cl	-9	0	6	9	-5	1	-10	0	0
17	Cc1ccc(C(=O)Cn2c(-c3ccccc3)noc2=O)cc1	-16	3	18	2	-8	2	0	-10	6
18	Cc1noc(C)c1COc1ccccc1C(=O)N1CCN(c2cccc(Cl)c2)CC1	36	10	-3	1	-1	0	-1	.	-4
19	COC(=O)C(NC(C)=O)(Nc1ccc(C)cn1)C(F)(F)F (centres undefined)	-1	5	-1	-1	-1	0	-2	6	3
20	CCOC(=O)c1ccccc1N1C(=O)CSC1=S	-6	38*	-5	-2	-1	-1	0	5	-6
21	c1ccc(-c2cc3c(nn2)CCc2nonc2-3)cc1	-16	3	4	4	5	1	-1	-2	-1
22	COc1ccc(C(=O)Nc2cc(OC)cc(OC)c2)cc1	2	8	-1	0	12	-1	5	5	-1
23	O=C(Oc1ccc(OC(=O)N2CCCCC2)cc1)N1CCCCC1	0	.	18	.	-4	0	.	-1	7
24	O=C1NC[C@@H](Cc2cccc3ccccc23)N(CCCCC2CCCCC2)C1=O	-71	6	7	9	3	8	11	4	-2
25	CSCC[C@H](NC(=O)Nc1cccc(Br)c1)C(=O)O	7	7	0	2	-8	3	-4	6	-4
26	COc1ccc(-n2c(SCC(=O)NCC3CCCO3)nc3c(c2=O)SC(C)C3)cc1 (centres undefined)	6	0	-5	-6	-7	-2	-6	-10	-6
27	Cc1ccc(NC(=O)C2CCN(S(=O)(=O)c3c(C)[nH]c(=O)[nH]c3=O)CC2)cc1	3	7	2	12	16	1	3	1	-4
28	Cc1ccc(C(=O)NC(=S)Nc2ccccc2C(F)(F)F)c(C)c1	3	1	3	1	10	4	-1	3	4
29	Cc1cc(C)n(-c2ccc(C(=O)O)cc2)n1	1	11	-4	0	-2	0	-7	1	-1
30	CCCCCCCCCCCCS[C@H]1CS(=O)(=O)C[C@@H]1O	-4	8	6	9	-9	10	-3	-12	0
31	Cc1cc(NC(=O)c2cccs2)n(-c2ccccc2)n1	-5	11	0	5	3	-4	-5	-5	-2
32	CCOC(=O)CSc1nnc(NC(=O)c2cccc([N+](=O)[O-])c2C)s1	5	0	-2	-1	3	5	2	4	1
33	O=C(c1ccc(C(F)(F)F)cc1)N1CCCCC1	-10	13	-1	3	11	-1	5	2	-1
34	CCNS(=O)(=O)c1ccc(NC(=O)CC(C)c2ccccc2)cc1 (centres undefined)	-4	4	0	1	-25	2	2	-12	-1
35	CCCNC(=O)N1CCN(S(=O)(=O)c2ccc(C)cc2)CC1	-2	6	-7	10	1	2	-2	5	-4
36	CCOC(=O)CC1C(=O)NCCN1C(=O)c1ccc(Cl)cc1Cl (centres undefined)	14	-2	3	5	-17	7	2	-9	3
37	O=C(N/N=C\c1cccc(OC(=O)c2ccco2)c1)c1ccc2c(c1)OCO2	13	-2	-8	1	2	-3	-2	4	-6
38	COc1ccc(NC(=O)C(Cc2ccccc2)NC(=O)c2ccco2)cc1OC (centres undefined)	7	10	-6	3	-12	2	7	1	0
39	O=C(O)C1C2C=CC(O2)C1C(=O)Nc1cccc(C(F)(F)F)c1 (centres undefined)	5	4	-4	5	-14	-7	-1	2	-2
40	Cc1nn(C(=O)N2CCOCC2)c(C)c1CN1C(=O)c2ccccc2C1=O	4	2	-4	2	0	-3	-3	8	2
41	CC(C)[C@@H](C(=O)NCC1CCC(C(=O)O)CC1)n1nnc2ccccc2c1=O (some centres undefined)	1	6	2	-1	2	4	-6	2	-1
42	COc1ccc(COC(=O)C2CC(=O)N(Cc3ccc(C)cc3)C2)cc1 (centres undefined)	3	-1	-5	1	22	6	-3	6	2
43	CC(C)NC(=O)CCc1nnc(Cc2cccc(C(F)(F)F)c2)o1	-11	1	3	1	-14	-3	2	-21	-1
44	COc1ccc(Cl)cc1NC(=O)CN1CCN(S(=O)(=O)N2CCCCC2)CC1	3	6	2	8	3	12	3	4	-2
45	COc1ccccc1C(=O)Oc1cc(N)n(S(=O)(=O)c2ccccc2)n1	7	12	3	3	-6	-2	1	1	-2
46	O=C(NCc1ccco1)c1cc2sccc2n1Cc1ccc(F)cc1	-30	4	-3	3	10	8	-12	2	-4
47	COc1ccc(C(F)(F)F)cc1N/C=C\c1nnnn1-c1ccccc1	1	-1	-8	1	-6	9	-7	-7	-6
48	COC(=O)C1=C(CSc2nccn2C)NC(=O)NC1c1cc(C)ccc1C (centres undefined)	11	11	9	-2	-2	4	-4	-3	4
49	CCOC(=O)/C=C1\NC(=O)C(C)S1 (centres undefined)	19	5	7	3	-8	3	9	1	0
50	COc1ccc(Br)cc1/C=C/c1ccc2cccc(O)c2n1	2	15	-13	5	9	2	6	14	-10
51	COC(=O)C(NC(=O)c1ccccc1)=C1C=C(C)OC(C)=C1	8	7	-2	5	10	5	-1	2	12
52	Cc1cc(C)cc(OCCCOc2cccc3cccnc23)c1	-10	4	-14	-3	-3	-11	-7	-5	-8

One compound at a time, from the list above. Order of values: PREPL inh	PAFAH1B3 inh	LYPLA2 counter	PAFAH1B2 FP inh	ZTA DNA inh	pPAFAH inh	PAFAH2 FP inh	EBNA-1 inhibitor	LYPLA1 counter
CCOC(=O)/C=C1\NC(=O)C(C)S1 (centres undefined) as listed: 19	5	7	3	-8	3	9	1	0
COC(=O)C1=C(CSc2nccn2C)NC(=O)NC1c1cc(C)ccc1C (centres undefined) as listed: 11	11	9	-2	-2	4	-4	-3	4
O=C(NCc1ccco1)c1cc2sccc2n1Cc1ccc(F)cc1 as listed: -30	4	-3	3	10	8	-12	2	-4
COc1ccc(C(F)(F)F)cc1N/C=C\c1nnnn1-c1ccccc1 as listed: 1	-1	-8	1	-6	9	-7	-7	-6
Cc1cc(C)cc(OCCCOc2cccc3cccnc23)c1 as listed: -10	4	-14	-3	-3	-11	-7	-5	-8

Some of the compounds tested (hit frequency here may not be typical).
